# TbPYK inhibitor: qHTS of Trypanosoma Brucei Inhibitors. pyruvate kinase (Trypanosoma brucei), Q57TT1. TbPYK enzyme, Kinase-Glo Plus ATP luminescence, 45 min. Potency, µM (series often up to 76.8 µM), without a hit: at the highest dose activity, negative = inhibition, most hits filed as inhibitors. 410,000 compounds, 0.12% hits; active = well fitted inhibition curve with a large enough effect; also: nearly all actives have a fitted effect of over 50% in size
#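 TbPYK + substrate in 50 mM TEA pH 7.2, 100 mM KCl, 10 mM MgCl2, 0.05% BSA, 0.01% Tween-20; cpd pinned; ADP 130 uM final; 45 min RT; Kinase-Glo Plus 10 min; luminescence endpoint.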
# * hit, by the source's call; [ ] = dose if it differs, or a comment. % is scaled to controls: 0 for no effect and ±100 for the full control effect; potency is read from the fitted curve at half-maximal effect. A portion of the library, so the mix of outcomes need not match the whole.
SMILES,TbPYK inhibitor
Cc1ccc(-c2cc(C(=O)Oc3ccc(C#N)cc3)no2)cc1,-3%
C[C@H](CO)N1C[C@H](C)[C@H](CN(C)S(=O)(=O)c2ccccc2)OCc2ccccc2-c2c(n(C)c3ccccc23)C1=O,9%
Cc1ccc(-c2noc(CCC(=O)N(C)c3ccccc3F)n2)cc1,2%
COc1cc(/C=C/c2nc(C#N)c(N3CCCCCC3)o2)cc(OC)c1OC,-6%
COc1ccc(CN(C)C[C@@H]2OCCCC[C@H](C)Oc3ccc(NC(=O)Nc4ccc(F)cc4)cc3C(=O)N([C@H](C)CO)C[C@H]2C)cc1,-18%
CC1(C)CC[C@]2(C(=O)n3ccnc3)CC[C@]3(C)[C@H](C(=O)C=C4[C@@]5(C)C=C(C#N)C(=O)C(C)(C)[C@@H]5CC[C@]43C)[C@@H]2C1,-7%
CCOc1ccc(NC(=O)CC2C(=O)N(c3cccc(C)c3)C(=O)N2Cc2cccnc2)cc1 (stereo not drawn),-2%
O=C(NCCc1ccc(Cl)cc1)c1ccc2c(c1)N(Cc1cccc(Cl)c1)C(=O)c1ccccc1S2(=O)=O,2%
N#CCCn1c(=O)c(CCc2ccccc2)nc2cnc(OCc3ccccc3)nc21,-8%
COc1ccc(-n2nnnc2C(CCSC)N2CCN(C/C=C/c3ccccc3)CC2)cc1 (stereo not drawn),-6%
CCOc1ccc(Cl)cc1-c1cc(C(=O)NCCc2ccncc2)[nH]n1,0%
CC(=O)N1CCN(c2cc(-c3ccccc3)nc3cc(-c4cccc(Cl)c4)nn23)CC1,5%
CCCOc1ccc(CNC(=O)Cn2ncn3c(cc4sc(CC)cc43)c2=O)cc1,1%
Cc1csc(NC(=O)C(Cl)c2ccccc2)n1 (stereo not drawn) (tested in a mixture with another compound),2%
CC1(C)CC(N2CCOCC2)=CC(=S)N1,0%
COC(=O)c1ccc(NC(=O)c2cccc3c2C(=O)N(C2CCCCC2)C3)cc1,-5%
COc1ccc(NC(=O)C(=O)c2cc(C)n(-c3ccc(C)cc3)c2C)cc1Cl,2%
Cc1ccc(C)c(N2CCN(S(=O)(=O)c3ccc(F)c(C(=O)Nc4ccc(Cl)cc4Cl)c3)CC2)c1,-4%
C[C@H]1CN([C@@H](C)CO)C(=O)CCCn2cc(nn2)CO[C@@H]1CN(C)C(=O)Nc1cccc(F)c1,5%
CCOC(=O)C1CCCN(C(=O)c2ccc3c(c2)sc2nc(-c4cccc(OC)c4)cn23)C1 (stereo not drawn),6%
COc1ccc(OC)c(NC(=O)Cc2c(C(=O)O)[nH]c3ccc(Cl)cc23)c1,-1%
O=C(Cn1c(=O)nc(-c2ccccc2)c2ccccc21)NCc1ccc(F)cc1,4%
C=CCNc1ncnc2c1ncn2[C@H]1CN(CCN2CCOCC2)C[C@@H](CO)O1,0%
CC1=C(C(=O)N(C)C)CC(CC(=O)NC2CC2)C(=O)N1CCC1=CCCCC1 (stereo not drawn),-6%
CC(=O)N1CCc2c(sc3c2c(=O)n(-c2ccc(F)cc2)c(=O)n3Cc2ccc(C#N)cc2)C1,2%
# The list continues:
SMILES,TbPYK inhibitor
O=C(O)c1c(-c2ccccc2)oc2ccc(OCc3ccc(Cl)c(Cl)c3)cc12,2%
CC1(C(=O)Nc2ccc3c(c2)OCCO3)CCC(=O)N1C1CCN(Cc2ccccc2)CC1 (stereo not drawn),-2%
Cc1nn(CCC(=O)Nc2ccccc2Br)c(=O)c2nn(-c3ccccc3)c(C)c12,-9%
O=C(Nc1ccccc1)OCCc1ccccn1,2%
CCS(=O)(=O)c1ncc(Cl)c(C(=O)NCc2ccccc2)n1,2%
COC(=O)c1ccc2c(=O)n(CCCCCC(=O)NCCc3ccc(Cl)cc3)c(=O)[nH]c2c1,2%
COc1ccccc1N1CCN(c2ncnc3c2nnn3C)CC1,0%
CCC(Sc1nc2ccsc2c(=O)n1Cc1ccc(C(=O)O)cc1)C(=O)Nc1ccc(Cl)cc1 (stereo not drawn),-3%
COc1ccc(NC(=O)c2noc3c2CSc2ccccc2-3)cc1Cl,5%
Cn1c(=O)c2cc(NC(=O)NCCc3ccccc3)ccc2n1Cc1cccc(C(F)(F)F)c1,-2%
CCCNC(=O)C1(CC2CC(c3ccccc3)=NO2)CCN(C(=O)OC(C)(C)C)CC1 (stereo not drawn),-4%
Cc1ccc2[nH]c(CSc3nnc(NC(=O)COc4ccc(F)cc4)s3)cc(=O)c2c1,-3%
O=C(NCCCn1ccnc1)/C(=C/c1ccco1)NC(=O)c1ccccc1,-7%
COC(=O)C1=C(c2cc3ccccc3o2)C[C@@H]2CC[C@H]1N2C(=O)N1CCC(O)CC1,-1%
Cc1oc2c(cc(NS(=O)(=O)c3ccc(Cl)cc3)c3ccccc32)c1C(=O)OCc1ccccc1,-4%
COC(=O)c1scc(-c2ccc(C)cc2)c1S(=O)(=O)Nc1cc(C)ccc1OC,3%
COc1ccccc1C(NC(=O)C1CCN(CCOc2ccc(Cl)cc2Cl)CC1)c1ccccn1 (stereo not drawn),2%
COc1ccc(C(=O)Nc2ccccc2CCC2CCCCN2C)cc1 (stereo not drawn),3%
Cc1ccc(CCNc2nc3ccccc3c3nc(-c4ccccc4)nn23)cc1,0%
CCCCN(C(=O)c1cccc(-n2cnnn2)c1)c1c(N)n(CCCC)c(=O)[nH]c1=O,-11%
Cc1sc(NC(=S)NC(=O)c2ccccc2)c(C#N)c1C,-6%
COc1ccc(S(=O)(=O)N2CCN(c3ncccn3)CC2)cc1,1%
CSc1ccccc1NC(=O)CN(C)C(=O)CNC(=O)c1ccc(Oc2ccccc2)cc1,0%
Cc1c(C(=O)NCc2ccc(F)cc2)sc2nc3n(c(=O)c12)CCC3,-3%
Cc1ccc(N2CC(NC(=O)C3CCCC3)CC2=O)cc1 (stereo not drawn),-6%

# An excerpt of these results, with tabs:
compound	TbPYK inhibitor
Cc1sc(NC(=S)NC(=O)c2ccccc2)c(C#N)c1C	-6%
COc1ccc(S(=O)(=O)N2CCN(c3ncccn3)CC2)cc1	1%

# 5 structures from above, sorted by SMILES length, descending.
SMILES,TbPYK inhibitor
Cc1oc2c(cc(NS(=O)(=O)c3ccc(Cl)cc3)c3ccccc32)c1C(=O)OCc1ccccc1,-4%
COC(=O)c1ccc2c(=O)n(CCCCCC(=O)NCCc3ccc(Cl)cc3)c(=O)[nH]c2c1,2%
CC1(C(=O)Nc2ccc3c(c2)OCCO3)CCC(=O)N1C1CCN(Cc2ccccc2)CC1 (stereo not drawn),-2%
O=C(NCCCn1ccnc1)/C(=C/c1ccco1)NC(=O)c1ccccc1,-7%
CCS(=O)(=O)c1ncc(Cl)c(C(=O)NCc2ccccc2)n1,2%

# (further entries)
SMILES,TbPYK inhibitor
COc1cc(C(=O)NCCc2csc3nc(-c4ccccc4C)nn23)cc(OC)c1OC,-8%
CCCCCCN1C[C@H](O)[C@@H](n2cc(COC(=O)c3ccccc3)nn2)C[C@@H]1c1ccccc1,2%
Cc1ccc(F)c(S(=O)(=O)NC(=O)C2(C)CCN2C(=O)CC(c2ccccc2)c2ccccc2)c1 (stereo not drawn),-3%
Cc1ccc(CN(C(=O)COc2ccccc2[N+](=O)[O-])c2ccccn2)cc1,-4%
O=C1CCCc2c1oc1c2CCCC1,-9%
O=[N+]([O-])c1ccc(N=NNc2ccc([N+](=O)[O-])cc2)cc1,-5%
COc1ccc(C(CNC(=O)COc2cc(C)cc(C)c2)N2CCOCC2)cc1 (stereo not drawn),-5%
O=C(CC1Sc2ccccc2NC1=O)NNc1cc(Cl)ccc1Cl (stereo not drawn),-4%
O=C(NC1CCCCC1)/C(=C/c1ccc(Cl)cc1)NC(=O)c1ccccc1,-1%
COc1cc2c(cc1OC)C(COc1ccc(F)cc1)N(C(=O)Cc1ccc(F)cc1)CC2 (stereo not drawn),-1%
Cc1ccc(-c2nc3n(n2)C(c2ccccc2Cl)C=C(c2ccc(Cl)cc2)N3)cc1 (stereo not drawn),0%
Cn1cnc(S(=O)(=O)N2CCCC(C(=O)NCc3ccccc3)C2)c1 (stereo not drawn),-1%
Cc1ccc(S(=O)(=O)N(C)C[C@H]2OCc3cn(nn3)CCCC(=O)N([C@H](C)CO)C[C@@H]2C)cc1,-11%
O=C(NCc1ccc(F)cc1)c1ccc(CSCc2cccc(Cl)c2)o1,-1%
O=C(O)C1C(c2ccccc2)c2ccccc2C(O)C1CO (stereo not drawn),-4%
COc1ccc(C)cc1NC(=O)c1ccc2c(Cl)c3c(nc2c1)CCC3,1%
COc1ccc(NC(=O)Cn2c(=O)n(-c3ccc(C)c(C)c3)c(=O)c3c(C)c(C)sc32)cc1,3%
O=C(Nc1ccccc1Cl)c1cc(C2CCCCN2S(=O)(=O)c2ccccc2)on1 (stereo not drawn),5%
Cc1cnc2c(c1SCC(=O)NCc1ccccc1Cl)c(=O)n(C)c(=O)n2C,-2%
COCCNC(=O)CN1C(=O)COc2ccc(S(=O)(=O)N3CCOCC3)cc21,0%
CC(=O)Nc1ccc(NC(=O)c2ccc3c(c2)CCN3S(=O)(=O)c2ccc(Cl)cc2)cc1,0%
N#Cc1ccc(CN2CC3(CCN(C(=O)c4ccncc4)CC3)C2)cc1,-2%
CC(=O)c1ccc(NC(=O)CSc2nnc(N)s2)cc1,6%
O=c1cc(-c2ccccc2O)nc(-c2ccccc2)[nH]1,2%
C=C1CC(COc2cc(=O)oc3ccccc23)(c2ccccc2)OC1=O (stereo not drawn),-5%
# The results go on.
SMILES,TbPYK inhibitor
CCCCOC(=O)CSc1nnc(-c2ccc(C)cc2)o1,-3%
CCOc1cc(-c2ccc(OC(=O)c3ccccc3F)cc2)cc(=O)c2c(C)oc(C)c12,-27%
CCCc1c(C(=O)N/N=C/c2ccc(OCc3ccc(F)cc3)cc2)nnn1-c1nonc1N,-11%
COc1cc(CCN=Cc2ccccc2O)c([N+](=O)[O-])cc1OC,-2%
CC(=O)c1ccc(Nc2nc(C(C)N)cs2)cc1 (stereo not drawn),3%
COCc1cc(=O)n2[nH]c(C)c(-c3ccc(Cl)cc3)c2n1,-9%
CCOC(=O)c1cccc(NS(=O)(=O)c2cc(Br)cc3c2N(C(=O)C2CC2)CC3)c1,-8%
CC(C)COc1ccc(C(=O)N(Cc2ccc(N(C)C)cc2)Cc2ccco2)cc1,-3%
COc1ccccc1-c1csc(C(NC(C)=O)c2cccc(F)c2)n1 (stereo not drawn),2%
CC(C)CNC(=O)c1cc2nc(C3CC3)cc(C(F)(F)F)n2n1,-5%
COc1cc(F)ccc1-c1csc(C(NC(C)=O)c2cccc(F)c2)n1 (stereo not drawn),-13%
C[C@@H]1CN([C@@H](C)CO)C(=O)CCCn2nncc2CO[C@H]1CN(C)C(=O)C1CCCCC1,0%
COC(=O)c1sccc1S(=O)(=O)N(CC(=O)NCc1ccc(F)cc1)c1ccc(C)c(C)c1,-1%
CCc1ccc(CN(Cc2ccco2)c2cnc(S(C)(=O)=O)nc2C(=O)Nc2ccccc2Cl)cc1,2%
O=C(Nc1ccccc1)c1cccc(NC(=O)c2ccco2)c1,-2%
COc1ccc(-c2[nH]c(-c3ccccc3)nc2SCC(=O)Nc2ccc3c(c2)OCCO3)cc1,-21%
CC1(C(=O)NS(=O)(=O)Cc2ccccc2)CCN1C(=O)Cc1ccccc1Cl (stereo not drawn),4%
Cc1ccc(CNC(=O)CN2C(=O)COc3ccc(S(=O)(=O)Nc4ccccc4)cc32)cc1,0%
COc1ccc(NS(=O)(=O)c2cccc(C(=O)NCC(c3ccc(OC)cc3)N3CCCCC3)c2)cc1 (stereo not drawn),1%
C=CCOc1cccc(C2C(C(=O)c3ccc(C)o3)=C(O)C(=O)N2CCCn2ccnc2)c1 (stereo not drawn),4%
CCOC(=O)C1CCCN(C(=O)c2ccc(Cl)c(S(=O)(=O)N3CCc4ccccc43)c2)C1 (stereo not drawn),-5%
COc1ccc(C)c2sc(N(Cc3cccnc3)C(=O)c3cccs3)nc12,6%[15.4 µM]
CCCN(CCC)C(=O)Cn1c(=O)n(-c2ccc(Cl)cc2)c(=O)c2c3c(sc21)CCCC3,2%
CCCCC1(CC(=O)OCC)SCCN1C(N)=O (stereo not drawn),-10%
Cc1noc(C)c1NC(=O)N(C)C[C@@H]1Oc2cc(Br)ccc2S(=O)(=O)N([C@H](C)CO)C[C@@H]1C,-5%

# Part of the list above, as labelled records:
> COc1ccc(-c2[nH]c(-c3ccccc3)nc2SCC(=O)Nc2ccc3c(c2)OCCO3)cc1
  TbPYK inhibitor = -21%
> CC1(C(=O)NS(=O)(=O)Cc2ccccc2)CCN1C(=O)Cc1ccccc1Cl (stereo not drawn)
  TbPYK inhibitor = 4%
> Cc1ccc(CNC(=O)CN2C(=O)COc3ccc(S(=O)(=O)Nc4ccccc4)cc32)cc1
  TbPYK inhibitor = 0%
> COc1ccc(NS(=O)(=O)c2cccc(C(=O)NCC(c3ccc(OC)cc3)N3CCCCC3)c2)cc1 (stereo not drawn)
  TbPYK inhibitor = 1%

# Next records.
SMILES,TbPYK inhibitor
Cc1ccc(NS(=O)(=O)N2CCCCC2)cc1,6%
Cc1nnsc1C(=O)Oc1ccc(Cl)cc1,-4%
Cc1nc2c3cccnc3nn2c(C)c1CCC(=O)NCc1ccccc1,-3%
CC1Oc2cc3oc4c(O)c5c(cc4c(=O)c3c(O)c2C1(C)C)C=CC(C)(C)O5 (stereo not drawn),1%
O=S1(=O)C[C@H](N2CCC[C@@H]2CO)[C@@H](COCc2ccccc2)N1,-2%
NC(Cc1ccccc1)c1csc(Nc2ccc(C(=O)c3ccccc3)cc2)n1 (stereo not drawn),1%
